PAFAH2 FP inh: inhibitors of human PAFAH2 | recombinant PAFAH2, FP-rhodamine activity probe, fluorescence polarization | inhibition, % at 3.39 µM | Q99487 | 340,000 compounds, 0.99% hits;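 active = inhibition above the mean over all tested compounds plus 3 SD, cut at about 30% in these data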;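 note: inhibitors block probe labeling of enzyme so polarization drops; 0% = enzyme with DMSO and 100% = wells lacking PAFAH2 protein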
PAFAH1B3 FP inh: PAFAH1B3 (human) inhibition | recombinant PAFAH1B3, FP-rhodamine probe, fluorescence polarization | inhibition, % at 3.39 µM | AID 492972 | Q15102 | 340,000 compounds, 0.28% hits;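 active = inhibition above the screen-wide average of all tested compounds plus 3 SD, cut at about 25% in these data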;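 note: 0% = enzyme with DMSO only and 100% = wells lacking PAFAH1B3 protein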
Target sequence (Q15102 whole entry, looked up): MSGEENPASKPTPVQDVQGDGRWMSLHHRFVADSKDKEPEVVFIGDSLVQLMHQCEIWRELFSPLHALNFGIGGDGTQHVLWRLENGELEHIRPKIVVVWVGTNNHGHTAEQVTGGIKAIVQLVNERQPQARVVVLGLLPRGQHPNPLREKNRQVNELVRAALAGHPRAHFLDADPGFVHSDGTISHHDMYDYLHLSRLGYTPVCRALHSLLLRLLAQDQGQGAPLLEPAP
LYPLA2 counter: blocks human lysophospholipase 2, a PME1 counter-screen | O95372 | recombinant LYPLA2, FP-Rh probe fluorescence polarization | inhibition, % at 5.9 µM | 320,000 compounds, 0.38% hits | AID 2177;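 active = inhibition above the screen-wide mean plus 3 SD, limit set per campaign, cut at about 26% in these data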;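 note: 0% = LYPLA2 with DMSO and 100% = wells lacking LYPLA2 enzyme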
Target sequence (O95372 whole entry, looked up): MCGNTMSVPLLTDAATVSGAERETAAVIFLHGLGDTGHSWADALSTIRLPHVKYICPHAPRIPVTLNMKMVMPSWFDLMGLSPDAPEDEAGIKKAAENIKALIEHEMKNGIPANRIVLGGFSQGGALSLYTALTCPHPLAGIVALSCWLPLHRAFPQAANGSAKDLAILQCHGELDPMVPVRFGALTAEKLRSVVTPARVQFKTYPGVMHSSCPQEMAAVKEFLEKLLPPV
pPAFAH FP inh: pPAFAH (human) enzyme inhibition; inhibition, % at 3.39 µM; 330,000 compounds, 1.5% hits; recombinant pPAFAH, FP-rhodamine probe fluorescence polarization; AID 463082; Q13093;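 active = inhibition above the mean inhibition across the screen plus 3 SD, cut at about 25% in these data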;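 note: inhibitors block binding of the rhodamine activity-based probe so polarization drops; 0% = enzyme with DMSO and 100% = wells lacking pPAFAH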
PME-1 primary: PME-1 (human) inhibition; AID 2130; Q9Y570; 320,000 compounds, 0.53% hits; inhibition, % at 5.9 µM; recombinant PME-1, FP-Rh probe fluorescence polarization;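 active = inhibition above the campaign mean of all compounds plus 3 SD, cut at about 26% in these data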;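 note: competitive labeling of PME-1 active site by serine hydrolase directed probe; 0% = PME-1 with DMSO and 100% = wells lacking PME-1 enzyme; inhibitors block probe labeling so polarization falls and inhibition rises; many of its hits are not listed in these tables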
PAD4 inh: blocks human protein arginine deiminase 4. recombinant PAD4, RCA probe fluorescence polarization. inhibition, % at 6.36 µM. Q9UM07. 330,000 compounds, 0.41% hits. AID 485272;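 active = percent inhibition above a cutoff equal to the mean of all tested compounds plus 3 SD, cut at about 15% in these data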;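 note: 0% = PAD4 with RCA probe and DMSO and 100% = probe without PAD4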
LYPLA1 counter: counter-screen for PME1 inhibitors: inhibitors of human LYPLA1; inhibition, % at 5.9 µM; AID 2174; 320,000 compounds, 0.16% hits; O75608; recombinant LYPLA1, FP-Rh probe fluorescence polarization;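 active = inhibition above the mean of all tested compounds plus 3 SD, set per campaign, cut at about 14% in these data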;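 note: inhibitors block serine hydrolase probe labeling of LYPLA1 so polarization falls; 0% = enzyme with DMSO and 100% = wells lacking LYPLA1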
GSTO1 counter: blocks human GSTO1 in RBBP9 counter-screen | recombinant GSTO1, activity-based probe fluorescence polarization | inhibition, % at 5.96 µM | P78417 | 300,000 compounds, 1.1% hits;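 active = inhibition above the campaign mean inhibition plus 3 SD, cut at about 35% in these data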;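 note: 0% = GSTO1-1 with DMSO and 100% = wells lacking GSTO1-1 enzyme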
Target sequence (P78417 whole entry, looked up): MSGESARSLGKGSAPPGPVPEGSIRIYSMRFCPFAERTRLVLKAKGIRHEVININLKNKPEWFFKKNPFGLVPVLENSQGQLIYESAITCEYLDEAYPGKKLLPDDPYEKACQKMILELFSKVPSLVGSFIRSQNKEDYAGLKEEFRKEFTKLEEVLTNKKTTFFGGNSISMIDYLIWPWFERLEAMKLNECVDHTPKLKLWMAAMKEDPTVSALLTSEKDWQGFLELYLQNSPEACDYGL
PAFAH1B2 inh: PAFAH1B2 (human) inhibition; inhibition, % at 3.39 µM; 340,000 compounds, 1.2% hits; recombinant PAFAH1B2, FP-rhodamine activity probe, fluorescence polarization;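 active = inhibition above the mean of all tested compounds plus 3 SD, cut at about 24% in these data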;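 note: 0% = enzyme with DMSO and 100% = wells lacking PAFAH1B2; many of its hits are not listed in these tables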
Target sequence (P68402 whole entry, looked up): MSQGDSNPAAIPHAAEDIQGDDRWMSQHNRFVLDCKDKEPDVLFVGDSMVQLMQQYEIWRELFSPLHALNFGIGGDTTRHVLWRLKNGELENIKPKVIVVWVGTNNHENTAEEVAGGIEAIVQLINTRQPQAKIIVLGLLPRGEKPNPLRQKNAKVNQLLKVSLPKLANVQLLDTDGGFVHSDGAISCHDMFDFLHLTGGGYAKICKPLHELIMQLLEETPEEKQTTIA
Active calls of the source: *; x = no result given. The list is partial; rates above refer to the full screens.

SMILES | PAFAH2 FP inh | PAFAH1B3 FP inh | LYPLA2 counter | pPAFAH FP inh | PME-1 primary | PAD4 inh | LYPLA1 counter | GSTO1 counter | PAFAH1B2 inh
CCOc1cc(/C=C\c2[nH]c(=O)[nH]c(=O)c2[N+](=O)[O-])ccc1OC(C)CC (stereo not given) | x | x | 0 | 7 | 2 | 8 | 0 | 8 | x
CN(Cc1ccccc1)c1nc(-c2cccc([N+](=O)[O-])c2)nc2ccccc12 | 5 | -1 | -2 | 5 | -4 | -2 | 0 | -1 | -2
Cn1cc(CN2CCc3ccccc3C2)c2ccccc21 | 12 | 6 | -7 | 1 | -6 | -1 | -4 | 1 | -1
CCOc1ccc(NC(=O)COC(=O)CSCC(=O)Nc2ccc(C)cc2C)cc1 | -4 | -1 | 1 | 0 | 1 | 5 | 0 | x | -7
COc1ccccc1NC(=O)c1ccc(NS(=O)(=O)c2cccc3cccnc23)cc1 | -21 | -9 | -23 | 13 | -25 | -6 | -10 | -9 | -12
Nn1c(SCC(=O)Nc2ccc3c(c2)OCO3)nncc1=O | -6 | -2 | -2 | 5 | -1 | 3 | -2 | 15 | -1
CN1CCN(CC(O)COc2ccc(C(=O)O)cc2)CC1 (stereo not given) | 2 | 1 | -5 | 5 | -1 | 6 | -4 | -1 | 8
Cc1cc(NC(=O)CN2C(=O)C3CC=CCC3C2=O)no1 (stereo not given) | 5 | 8 | 4 | 1 | 3 | 5 | 4 | 7 | 2
Cc1cc(C(=O)OCC(=O)Nc2ccc(F)cc2[N+](=O)[O-])c2ccccc2n1 | -1 | 10 | -5 | 5 | -2 | 0 | -2 | 5 | 1
COc1ccc(OC)c(C2C3=C(CCCC3=O)Nc3nnnn32)c1 (stereo not given) | -7 | 10 | 2 | 4 | -1 | 5 | -1 | 0 | -1
CS(=O)(=O)N1CCC(Oc2ccccc2C(=O)NC2CCOC2)CC1 (stereo not given) | 6 | 3 | 15 | 0 | 0 | 1 | 0 | 1 | 6
O=C(/C=C/c1ccccc1)NC(=S)NNC(=O)c1ccco1 | -6 | 5 | 2 | 10 | 2 | -6 | -8 | 7 | 7
Cc1c2c(n3c(nc4ccccc43)c1C#N)N(CCN(C)C)CC2 | 2 | 3 | 1 | 6 | 3 | -4 | -1 | 3 | 0
Cc1ccc(-c2nc(CN(CC3CCC3)CC3CCCO3)c(C)o2)s1 (stereo not given) | 5 | 11 | -3 | 1 | 5 | 2 | 0 | -2 | 4
O=C(COC(=O)/C=C/c1ccccc1Cl)NCC1CCCO1 (stereo not given) | 27 | 3 | x | 21 | x | 3 | x | x | 4
O=C(CSc1nnc(C2COc3ccccc3O2)o1)N1CCCc2ccccc21 (stereo not given) | 2 | 10 | 8 | 0 | 4 | 2 | 0 | 2 | -2
COc1ccc([N+](=O)[O-])cc1NC(=O)C(C)OC(=O)c1cccnc1 (stereo not given) | -5 | 7 | -4 | -1 | 2 | -4 | -2 | -1 | 8
Cc1csc(C(C)NC(=O)c2ccc(OC3CCN(CCc4ccccc4)CC3)cc2)n1 (stereo not given) | 1 | 5 | 5 | 4 | 5 | -2 | 6 | -1 | -2
CCOC(=O)C1CCN(C(=O)CC(C)c2ccccc2)CC1 (stereo not given) | -4 | 1 | -2 | -3 | 3 | -2 | -2 | 3 | -5
COc1cccc(C(C#N)N2N=C(C)CC2(C)C)c1O (stereo not given) | -4 | 3 | 6 | 7 | 0 | -6 | 2 | -2 | -6
CCn1ncc(-c2cc(C(=O)O)no2)c1C | x | x | 0 | 2 | -4 | -3 | 1 | 4 | x
COc1ccc(-c2nnc(Nc3ccc(OC)c(C(=O)N4CCCCC4)c3)c3ccccc23)cc1 | 1 | 7 | 9 | 5 | 7 | -2 | -1 | 4 | 5
Cc1cccc(C)c1NC(=O)NC1CCc2ccccc21 (stereo not given) | 4 | 6 | -5 | -3 | -2 | -1 | -6 | -1 | 1
COc1cc(-c2[nH]ncc2CN2CCN(c3cccc(C)n3)CC2)cc(OC)c1OC | 0 | 1 | -4 | 4 | -2 | 0 | 0 | 2 | 3
Cc1ccc2c(CN3CC(C)CC(C)C3)cc(=O)oc2c1 (stereo not given) | -5 | 12 | -2 | 12 | -2 | 0 | -6 | -3 | 6
CCOC(=O)C1(CC)NC(c2cccc(F)c2)C2C(=O)N(CC)C(=O)C21 (stereo not given) | 2 | 3 | 2 | 3 | 1 | 1 | 0 | 7 | 1
CCC(C)C(=O)Nc1ccc(S(=O)(=O)Nc2nccs2)cc1 (stereo not given) | 1 | 1 | 1 | -2 | -11 | -11 | 2 | 11 | 0
COc1ccc(CN(C(=O)/C=C/c2ccco2)C2CCS(=O)(=O)C2)cc1OC (stereo not given) | -6 | 5 | 3 | 6 | 6 | -2 | 4 | -3 | -2
COc1ccc(-c2n[nH]c(=S)n2-c2ccccc2C)cc1OC | -9 | 7 | -2 | 5 | -2 | 0 | 2 | -2 | 4
CC1(C)CC(=O)C(C2C3=C(CC(C)(C)CC3=O)OC3=C2C(=O)CC(C)(C)C3)=C(O)C1 | 9 | 5 | 2 | 2 | 1 | 7 | 1 | 4 | 2
Cc1cc(OC(C)C(=O)NCCN2CCOCC2)c2c(C)cc(=O)oc2c1 (stereo not given) | -1 | 3 | -2 | 2 | 5 | 1 | 0 | -1 | 2
COCCN1C(=O)c2ccc(C(=O)NCc3cccnc3)cc2C1=O | -1 | 10 | -7 | -5 | -5 | 3 | -4 | 3 | 7
CCNc1nc(NCC)n2c(SCc3ccc(F)cc3)nnc2n1 | -8 | 2 | -2 | -2 | 0 | -2 | -2 | 0 | 4
COc1ccc(-n2nc(C(=O)NCC(=O)NCCc3ccc(OC)c(OC)c3)c3ccccc3c2=O)cc1Cl | 4 | 0 | 6 | -6 | -8 | 4 | -3 | 1 | 4
CCC(C)NC(=O)[C@H]1N2C(=O)c3c(ccc(OC)c3OC)C2SC1(C)C (stereo not given in full) | -11 | 6 | 4 | 6 | -1 | 1 | -1 | 7 | 5
NNC(=O)c1oc2ccccc2c1-n1cccc1 | -2 | 9 | 3 | 2 | -2 | 0 | 3 | 8 | 2
Clc1ccc(/C=C/c2ncc3ccccn23)cc1 | -3 | -1 | 0 | 16 | -2 | -5 | 1 | -1 | 0
COc1ccc2c(c1)nc(SCC(=O)c1cccs1)n2C | 5 | -6 | 7 | 1 | -1 | 4 | 0 | 6 | -4
Cc1cccc(CC(=O)NCCN2CCOCC2)c1 | 3 | 2 | 7 | 4 | 2 | -2 | 0 | 1 | 3
FC(F)(F)C(F)(F)c1nnc2ccc(-n3ccnc3)nn12 | -5 | 4 | 0 | 3 | -2 | 2 | -4 | -5 | -3
CC(C)C(NC(=O)c1ccc(C(C)(C)C)cc1)C(=O)OCC(=O)NC(=O)Cc1ccccc1 (stereo not given) | 0 | 1 | 1 | 3 | 3 | 0 | -2 | -2 | 18
CCn1cnc2sc(C(=O)Oc3cccc(C)c3)c(C)c2c1=O | 4 | 4 | 28* | 5 | -3 | -1 | -4 | 3 | 6
C(=N\N(Cc1ccccc1)c1ccccc1)/c1cccnc1 | 4 | 0 | 0 | 10 | 2 | -5 | 1 | 2 | 4
Cc1ccc(-n2sc3ccccc3c2=O)cc1 | 6 | 7 | 4 | 1 | -6 | 53* | 0 | -6 | 1
CCOC(=O)C1=C(N)n2c(s/c(=C\c3ccco3)c2=O)=C(C(=O)OC(C)C)C1c1ccco1 (stereo not given) | 1 | -6 | 0 | 10 | 2 | -6 | -2 | 4 | 0
Cc1onc(C(=O)Nc2ccc(OC(F)(F)F)cc2)c1[N+](=O)[O-] | 0 | -1 | -2 | 5 | 2 | 4 | -4 | 26 | -1
CCN(C(=O)COC(=O)c1ccccc1O)c1nc2ccccc2s1 | -3 | 14 | x | -8 | x | -4 | x | x | 1
COc1ccc(CC(NC(C)=O)C(=O)NC2CCN(C(=O)C3CCCCC3)CC2)cc1OC (stereo not given) | -12 | 7 | 8 | 5 | 1 | -2 | 0 | 4 | -1

Compound profiles, from the list above:
`Cc1cccc(CC(=O)NCCN2CCOCC2)c1` reads PAFAH2 FP inh = 3; PAFAH1B3 FP inh = 2; LYPLA2 counter = 7; pPAFAH FP inh = 4; PME-1 primary = 2; PAD4 inh = -2; LYPLA1 counter = 0; GSTO1 counter = 1; PAFAH1B2 inh = 3
`COc1ccc2c(c1)nc(SCC(=O)c1cccs1)n2C` reads PAFAH2 FP inh = 5; PAFAH1B3 FP inh = -6; LYPLA2 counter = 7; pPAFAH FP inh = 1; PME-1 primary = -1; PAD4 inh = 4; LYPLA1 counter = 0; GSTO1 counter = 6; PAFAH1B2 inh = -4

(more compounds)
SMILES | PAFAH2 FP inh | PAFAH1B3 FP inh | LYPLA2 counter | pPAFAH FP inh | PME-1 primary | PAD4 inh | LYPLA1 counter | GSTO1 counter | PAFAH1B2 inh
Cc1cc(C)cc(OCC(=O)OCC(=O)c2ccc3c(c2)NC(=O)CO3)c1 | 1 | 3 | 4 | 12 | -5 | -4 | 0 | -1 | 3
CC#CCN1c2ccccc2[C@]23C[C@@H](C(=O)OC)N=C2NC(C(=O)OC)=C(C(=O)OC)[C@H]13 | -4 | -3 | 5 | 1 | 6 | -1 | -1 | 6 | -1
COc1ccccc1C(=O)NC(CCSC)C(=O)OC(C)C(N)=O (stereo not given) | 5 | 9 | 5 | 3 | 2 | -3 | 3 | 5 | 0
O=C(CCNC(=O)c1ccccc1)Oc1ccc([N+](=O)[O-])cc1 | -5 | 11 | 2 | 4 | -3 | -1 | -1 | -3 | 2
Brc1cccc(-c2n[nH]c(-c3ccccc3)n2)c1 | -3 | -6 | -13 | -18 | -24 | -10 | -8 | -24 | -1
c1ccc(Cn2ccnc2SCc2nnc(-c3ccccc3)o2)cc1 | -1 | -1 | 4 | -5 | 2 | 1 | 3 | 2 | 5
O=C1Nc2cc(C(=O)N3CCC(N4CCCCC4)CC3)ccc2S/C1=C\c1ccccc1 | -1 | -1 | -2 | 3 | 3 | -4 | -2 | -31 | -6
C/C(=N\NC(=S)Nc1ccccc1)C1Cc2ccccc2C(=O)O1 (stereo not given) | x | x | 3 | 3 | -2 | 1 | -1 | 1 | x
Cc1nn(CC(C)C)c(Cl)c1C(=O)N(C)CC(=O)Nc1c(Cl)cccc1Cl | -2 | 1 | -6 | -2 | 0 | 2 | -1 | 5 | 2
CCc1ccc(NC(=O)Cn2c(=O)c3cccn3c3ccccc32)cc1 | -6 | 0 | 0 | -16 | -10 | -7 | -5 | -8 | 5
NC(=O)Cn1c(=O)n(-c2ccccc2)c(=O)c2oc3ccccc3c21 | -2 | 8 | -4 | 3 | 1 | -6 | -2 | -11 | 2
CCOC(=O)[C@@H]1CCNC[C@@H]1c1ccccc1 | 2 | 10 | 3 | -3 | -16 | 2 | -1 | 12 | 4
O=C(O)CCCC(=O)Nc1cccc(C(=O)Nc2ccccc2C(=O)O)c1 | 2 | -5 | 9 | 3 | -1 | -1 | 3 | 3 | 0
Cc1nnc(SCC2=C(C(=O)O)N3C(=O)C(NC(=O)Cn4nc(C(F)F)c(Cl)c4C)C3SC2)s1 (stereo not given) | 1 | 7 | 1 | 5 | 6 | -3 | -2 | 9 | 0
Cc1cc(C)c(C)c(S(=O)(=O)NCc2ccco2)c1C | x | x | 3 | 14 | -8 | 2 | 0 | 1 | x

Bioassay records: PubChem BioAssay, The Scripps Research Institute Molecular Screening Center
